# Epigenetic derep = regulators of epigenetic silencing causing reporter derepression in mouse cells | murine LDR cells, GFP reporter derepression, 30 h | Potency, µM (series often up to 53.9 µM), without a hit: top-dose GFP activation, actives largely listed as activators | actives 0.2% (n = 280,000) | AID 1865; further: % of control where 0% means no effect; nearly all actives have a fitted effect of over 60% in size
#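 Derepression of a silenced CMV-GFP reporter in murine LDR cells is scored by enumerating GFP-positive cells with a laser-scanning microplate cytometer after 30 hours of treatment at 37 C.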
# aGal spleen mod = inhibitors or activators of human alpha-galactosidase in spleen homogenate | Potency, µM (highest dose often 80 µM), for inactives: at the top dose activity change, negative = inhibition, actives largely listed as inhibitors | human spleen homogenate, 4MU-alpha-Gal fluorescence, 40 min | P06280 | actives 0.008% (n = 240,000);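 further: 0% = enzyme with vehicle and -100% = no enzyme basal signal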
# Target sequence (P06280 32-429 limits assumed): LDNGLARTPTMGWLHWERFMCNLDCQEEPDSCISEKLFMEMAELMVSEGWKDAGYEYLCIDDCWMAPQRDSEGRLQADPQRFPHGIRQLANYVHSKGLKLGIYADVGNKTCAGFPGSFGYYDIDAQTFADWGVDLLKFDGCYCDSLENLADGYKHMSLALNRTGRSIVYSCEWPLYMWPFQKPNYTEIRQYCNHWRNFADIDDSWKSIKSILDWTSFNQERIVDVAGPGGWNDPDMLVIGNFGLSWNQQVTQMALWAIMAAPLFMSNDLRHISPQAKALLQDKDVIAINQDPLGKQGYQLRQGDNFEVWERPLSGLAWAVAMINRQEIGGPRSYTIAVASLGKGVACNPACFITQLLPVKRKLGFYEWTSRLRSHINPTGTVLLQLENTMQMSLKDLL
#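 Spleen homogenate 1 ug + cpd (titration) + 4-MU-alpha-D-galactopyranoside 1 mM; 37C 40 min; 50 mM citrate/phosphate pH 5.0, 0.01% Tween-20; stop pH 10; fluorescence 365/440; AC50 via Hill.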
# aGlu spleen mod = lysosomal alpha-glucosidase (human) modulation | human spleen homogenate, 4-MU-alpha-glucoside fluorescence | P10253 | actives 0.006% (n = 240,000) | Potency, µM (titrated, usually from 79.9 µM), for the others: top-dose activity change, negative = inhibition, actives largely listed as inhibitors | AID 2112;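 further: 0% = enzyme with vehicle and -100% = no enzyme basal signal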
#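 Enzyme source: human spleen homogenate, 1 ug/well. Buffer 50 mM citric acid/K phosphate pH 5.0, 0.01% Tween-20. 4-MU-alpha-glucoside 1 mM; 37 C x 40 min; NaOH/glycine stop; fluorescence.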
# ALDH1A1 block = blocks purified human ALDH1A1 activity | P00352 | Purified ALDH1A1, NADH fluorescence, propionaldehyde substrate | Potency, µM (titrated, usually from 75.3 µM), inactives show top-dose activity, negative = inhibition, hits mostly inhibitors | actives 7.3% (n = 220,000) | AID 1030; active means well fitted inhibition curve with a large enough effect, not every such curve was filed as active; inconclusive means small, poorly fitted or top-dose-only effect, or another doubt; inactive means no such curve, though single readings can be large or run the other way;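 further: plate controls were no enzyme wells and a reference inhibitor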
# Target sequence (P00352 whole entry, looked up): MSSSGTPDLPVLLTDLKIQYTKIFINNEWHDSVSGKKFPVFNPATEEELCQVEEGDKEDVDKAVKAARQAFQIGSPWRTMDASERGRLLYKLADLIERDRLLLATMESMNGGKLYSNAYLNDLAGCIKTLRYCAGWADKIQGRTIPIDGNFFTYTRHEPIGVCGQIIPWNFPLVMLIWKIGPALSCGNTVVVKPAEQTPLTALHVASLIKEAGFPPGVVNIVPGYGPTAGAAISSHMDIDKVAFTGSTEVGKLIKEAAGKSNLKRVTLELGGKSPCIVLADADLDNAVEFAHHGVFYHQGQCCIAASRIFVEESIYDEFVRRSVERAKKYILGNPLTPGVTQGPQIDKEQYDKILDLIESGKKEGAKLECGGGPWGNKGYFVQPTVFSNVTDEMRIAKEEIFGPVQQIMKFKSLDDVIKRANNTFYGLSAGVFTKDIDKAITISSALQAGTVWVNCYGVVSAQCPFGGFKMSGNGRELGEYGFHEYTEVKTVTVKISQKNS
# Tau fluor cs = counter-screen for tau fibril formation inhibitors; actives 0.93% (n = 280,000); Potency, µM (top dose mostly 57.7 µM), for the others: at the top dose activity change, negative = decrease; tau K18 P301L (four-repeat tau fragment) Alexa594 fluorescence, heparin fibrillization; further: on the % scale 0 is the no-effect control and ±100 the full control effect; nearly all actives have a fitted effect of over 55% in size
#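 Human K18 P301L tau (15 uM unlabeled plus 0.24 uM Alexa 594-labeled, final) in 100 mM sodium acetate pH 7 was mixed with compound and 20 uM heparin and incubated 6 hr at 37 C.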
# GAA glycogen mod = alters human alpha-glucosidase cleavage of glycogen; Potency, µM (titrated, usually from 76.4 µM), without a hit: at the highest dose activity change, negative = inhibition, usual class: inhibitors; P10253; actives 0.38% (n = 300,000); recombinant GAA, glycogen substrate, Amplex Red glucose oxidase fluorescence;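 further: 0% = full enzyme reaction and -100% = no-enzyme basal signal; the screen sought inhibitors and activators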
#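 Recombinant human enzyme (4 nM); glycogen substrate; 37 C, 40 min, pH 5.0. Readout: coupled glucose oxidase/Amplex Red fluorescence.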
# GAA inhib = inhibitors of human lysosomal alpha-glucosidase. Potency, µM (doses to about 76.9 µM), for inactives: at the highest dose activity change, negative = inhibition, actives largely listed as inhibitors. P10253. purified human GAA, 4-MU-alpha-glucoside fluorescence. actives 0.005% (n = 200,000);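 further: plate controls were uninhibited enzyme wells for no effect and no-enzyme background for full effect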
#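 Human alpha-glucosidase, 4 nM, pre-mixed with test compounds before 400 uM 4-methylumbelliferyl substrate; 20 min room temperature at pH 5.0. Fluorescence read after pH 10 stop; AC50 values from Hill-equation fits.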
# NPSR antagonist = neuropeptide S receptor (human) antagonism, cAMP; AID 1461; actives 1% (n = 220,000); CHO-NPSR cells, cAMP TR-FRET, antagonist mode; Q6W5P4; Potency, µM (highest dose often 38.3 µM), without a hit: at the top dose activity change, negative = inhibition, hits mostly inhibitors; further: on the % scale 0 is the no-effect control and ±100 the full control effect; nearly all actives have a fitted effect of over 50% in size; many of its hits are not listed in these tables
# Starred values were filed as active, the others as inactive; ? = inconclusive; · = no result given; [ ] = remark or other dose. Unless noted, the call rests on the fitted dose curve; in most records, active means well fitted curve in the direction sought with a large enough effect; inconclusive means small, poorly fitted or top-dose-only effect, or another doubt; inactive means no such curve, though single readings can be large; an effect the other way counts as inactive or inconclusive. Potency means the concentration at half of the fitted maximal effect. The list is partial, so the mix of outcomes need not match the whole.
1. Cc1ccc2oc(=O)cc(CN3CCC(C)CC3)c2c1
2. CC(C)NC(=O)c1ccccc1NC(=O)C(C)Oc1ccccc1 (configuration not stated)
3. CCn1cc(/C=N/O)c(C)n1
4. Cc1cc(C(F)(F)F)nn1CC(=O)Nc1ccc(Br)c2cccnc12
5. Nn1cnc2c(c1=O)C1(CCCCC1)Cc1ccccc1-2
6. CCOC(=O)c1c(NC(=O)c2ccco2)sc2c1CCCC2
Compound	1	2	3	4	5	6
Epigenetic derep	3.5%	0.6%	1.0%	-0.8%	-1.0%	-4.0%
aGal spleen mod	5%	-12%	-3%	2%	6%	-4%
aGlu spleen mod	-2%	-5%	-4%	10%	2%	0%
ALDH1A1 block	-13%	16%	4%	-7%	?	?
Tau fluor cs	-3%	-11%	7%	-7%	-12%	-7%
GAA glycogen mod	-8%	-3%	0%	2%	0%	-11%
GAA inhib	-12%	5%	-9%	-1%	9%	?
NPSR antagonist	-15%[46.1 µM]	-18%	8%[46.1 µM]	-9%[46.1 µM]	-23%	?

7. C=CCn1c(SCC(=O)Nc2cc3oc4ccccc4c3cc2OC)nnc1-c1cnccn1
8. O=C(Nc1ccc2c(c1)C(=O)NC2=O)c1ccc(Cl)s1
9. CCS(=O)(=O)Nc1ccc(C(=O)CC2(O)C(=O)Nc3ccccc32)cc1 (configuration not stated)
10. N#Cc1ccc(CSc2nnc(-c3cccs3)n2-c2ccccc2)cc1
11. Cc1ccc(SC(C)C(=O)Nc2ccccc2C(=O)N2CCOCC2)cc1 (configuration not stated)
12. O=C(Oc1ccc2c(=O)c(Oc3ccc4ccccc4c3)coc2c1)c1cncc(Br)c1
Compound	7	8	9	10	11	12
Epigenetic derep	2.8%	-0.1%	0.9%	-0.2%	-1.0%	-2.2%
aGal spleen mod	1%	5%	-6%	-3%	-3%	-4%
aGlu spleen mod	0%	-2%	-14%	-2%	2%	-10%
ALDH1A1 block	28µM*	10%	-1%	-4%	10%	-6%
Tau fluor cs	-25%	-1%	3%	-7%	-5%	-7%
GAA glycogen mod	-16%	-8%	5%	-7%	3%	11%
GAA inhib	?	·	-3%	-2%	2%	11%
NPSR antagonist	?	?	2%[46.1 µM]	?	-6%[46.1 µM]	0%[46.1 µM]

13. O=C(/C=C/c1ccco1)N1CCN(S(=O)(=O)/C=C/c2ccccc2)CC1
14. CCCCCn1c(=NC(=O)c2ccco2)c(C(=O)OCC)cc2c(=O)n3ccccc3nc21
15. CC1CN(c2cc(-c3ccccc3)c3ccccc3n2)CC(C)O1 (configuration not stated)
16. CCOC(=O)c1c(C)n(C)c2ccc(OCC(N)=O)cc12
17. O=C(O)CCCNS(=O)(=O)/C=C/c1ccccc1
18. CCCCn1nc(C(=O)N[C@@H](CCSC)c2nc3ccccc3[nH]2)c2ccccc2c1=O
Compound	13	14	15	16	17	18
Epigenetic derep	-6.4%	0.0%	-0.7%	-0.8%	1.0%	0.8%
aGal spleen mod	-8%	20%	-5%	12%	-7%	-17%
aGlu spleen mod	-4%	5%	2%	12%	-1%	-9%
ALDH1A1 block	7.9µM*	?	?	3%	0%	-5%
Tau fluor cs	0%	-13%	-19%	1%	3%	-22%
GAA glycogen mod	-3%	-1%	-16%	0%	3%	-5%
GAA inhib	5%	4%	7%	2%	?	-7%
NPSR antagonist	-5%	?	?	-9%[46.1 µM]	4%	?

19. CCCCC(=O)NC1=C(C(=O)OC)SCC1
20. C=CCCCCCCCCC(=O)NN
21. O=C(CN1CCN(C2CCCCC2)CC1)c1c[nH]c2ccccc12
22. OCCN(CCO)CC(O)CN(c1ccccc1)c1ccccc1 (configuration not stated)
23. NC(=O)COC(=O)CCCc1nc2ccccc2s1
24. O=c1cc(Nc2ccc3c(c2)OCCO3)[nH]c(=O)n1Cc1ccc(F)cc1
Compound	19	20	21	22	23	24
Epigenetic derep	1.1%	-4.6%	2.3%	-1.2%	-0.5%	-2.0%
aGal spleen mod	0%	-4%	1%	-3%	-3%	2%
aGlu spleen mod	0%	0%	-7%	2%	4%	-6%
ALDH1A1 block	-13%	14µM*	15%	·	3%	0%
Tau fluor cs	-2%	2%	5%	-14%	-10%	?
GAA glycogen mod	10%	-4%	8%	5%	-5%	-5%
GAA inhib	2%	-4%	1%	·	-1%	-9%
NPSR antagonist	16%[46.1 µM]	-1%[46.1 µM]	2%[46.1 µM]	36%	-26%[46.1 µM]	-5%[46.1 µM]

25. O=C(Cc1ccc(Cl)cc1)NNc1c(F)c(F)cc(F)c1F
26. O=C1CC(Sc2nnnn2C2CCCCC2)C(=O)N1c1ccccc1 (configuration not stated)
27. COC(=O)c1noc(C)c1-c1ccnn1C(=O)c1ccc(Cl)cc1
28. Cc1ccc(N2CC(C(=O)NC3=NCCS3)CC2=O)cc1 (configuration not stated)
29. COC(=O)c1sccc1Oc1ccc(Cl)cc1N1C(=O)CCC1=O
30. O=C(O)c1cccc(S(=O)(=O)Nc2ccccc2N2CCOCC2)c1
Compound	25	26	27	28	29	30
Epigenetic derep	0.0%	0.8%	-0.3%	2.9%	2.4%	1.1%
aGal spleen mod	-2%	4%	5%	4%	5%	8%
aGlu spleen mod	2%	2%	-9%	-13%	5%	7%
ALDH1A1 block	12%	3.5µM*	?	9%	·	·
Tau fluor cs	6%	-8%	-12%	-10%	-4%	2%
GAA glycogen mod	-9%	3%	4%	2%	1%	-6%
GAA inhib	2%	2%	-11%	-3%	·	·
NPSR antagonist	-3%	5%[46.1 µM]	-6%	2%[46.1 µM]	2%	4%

31. Cc1ccc(NC(=O)Cn2nc(C)c([N+](=O)[O-])c2C)cc1C
32. O=C(O)C1=C[C@@H](C2CCCCC2)C[C@@H](OCc2ccc(CO)cc2)O1
33. NC(=O)NC(=O)CSc1ccccc1
34. CCCCCCOc1ccc(/C=c2\s/c(=C(/C#N)C(=O)NCc3ccco3)n(-c3ccccc3)c2=O)cc1
35. Cc1c(CCO)c(=O)n(-c2ccccc2)n1S(=O)(=O)c1ccc(F)cc1
36. O=C(NCc1ccccc1)NC1CC2CCC(C1)N2Cc1ccco1 (configuration not stated)
Compound	31	32	33	34	35	36
Epigenetic derep	-1.9%[10.1 µM]	-1.4%	-2.5%	0.0%	2.2%	-0.8%
aGal spleen mod	-6%	1%	-1%	-4%	7%	1%
aGlu spleen mod	-1%	-1%	-10%	-8%	-4%	3%
ALDH1A1 block	20µM*	2%	7%	-4%	-8%	3%
Tau fluor cs	-1%	2%	-4%	8%	-8%	6%
GAA glycogen mod	15%	14%	6%	3%	-18%	-15%
GAA inhib	11%	·	-7%	7%	-1%	-3%
NPSR antagonist	-7%	-12%	7%	0%	-14%[46.1 µM]	-11%[46.1 µM]

37. Cn1c(Cn2c(=O)sc3ccccc32)nnc1SCc1ccccc1F
38. CC(C)(C)C(=O)NCCc1nc2ccccc2n1CC(=O)c1ccc(Cl)cc1
39. CCOC(=O)c1ccc(NC(=O)CCC2COc3ccccc3O2)cc1 (configuration not stated)
40. CCC1(C)Cc2ccccc2-c2nc(NCCO)n(-c3ccccc3)c(=O)c21 (configuration not stated)
41. COc1cc2c(cc1OC)C(C)N(C(=O)c1cc3c(s1)-c1ccccc1OC3)CC2 (configuration not stated)
42. CC(C)C(=O)OCC(=O)Nc1ccc(N=Nc2ccccc2)cc1
43. CCCCNC(=O)c1cc2cc(OC)ccc2[nH]1
Compound	37	38	39	40	41	42	43
Epigenetic derep	-2.6%	4.1%	0.0%	-2.0%	2.3%	-1.1%	1.2%
aGal spleen mod	5%	-3%	3%	-20%	-11%	0%	3%
aGlu spleen mod	-4%	1%	-3%	-3%	-4%	-2%	-1%
ALDH1A1 block	-5%	?	-15%	?	?	?	?
Tau fluor cs	-4%	-6%	?	-8%	?	?	-14%
GAA glycogen mod	-18%	4%	7%	-1%	-12%	-12%	-2%
GAA inhib	-1%	9%	-7%	?	?	-8%	-1%[15.4 µM]
NPSR antagonist	-3%[46.1 µM]	-2%	-24%[46.1 µM]	-39%	-11%	-11%	3%

# 13 of the compounds above, with tabs:
No.	SMILES	Epigenetic derep	aGal spleen mod	aGlu spleen mod	ALDH1A1 block	Tau fluor cs	GAA glycogen mod	GAA inhib	NPSR antagonist
28	Cc1ccc(N2CC(C(=O)NC3=NCCS3)CC2=O)cc1 (configuration not stated)	2.9%	4%	-13%	9%	-10%	2%	-3%	2%[46.1 µM]
29	COC(=O)c1sccc1Oc1ccc(Cl)cc1N1C(=O)CCC1=O	2.4%	5%	5%	·	-4%	1%	·	2%
30	O=C(O)c1cccc(S(=O)(=O)Nc2ccccc2N2CCOCC2)c1	1.1%	8%	7%	·	2%	-6%	·	4%
31	Cc1ccc(NC(=O)Cn2nc(C)c([N+](=O)[O-])c2C)cc1C	-1.9%[10.1 µM]	-6%	-1%	20µM*	-1%	15%	11%	-7%
32	O=C(O)C1=C[C@@H](C2CCCCC2)C[C@@H](OCc2ccc(CO)cc2)O1	-1.4%	1%	-1%	2%	2%	14%	·	-12%
33	NC(=O)NC(=O)CSc1ccccc1	-2.5%	-1%	-10%	7%	-4%	6%	-7%	7%
34	CCCCCCOc1ccc(/C=c2\s/c(=C(/C#N)C(=O)NCc3ccco3)n(-c3ccccc3)c2=O)cc1	0.0%	-4%	-8%	-4%	8%	3%	7%	0%
35	Cc1c(CCO)c(=O)n(-c2ccccc2)n1S(=O)(=O)c1ccc(F)cc1	2.2%	7%	-4%	-8%	-8%	-18%	-1%	-14%[46.1 µM]
36	O=C(NCc1ccccc1)NC1CC2CCC(C1)N2Cc1ccco1 (configuration not stated)	-0.8%	1%	3%	3%	6%	-15%	-3%	-11%[46.1 µM]
37	Cn1c(Cn2c(=O)sc3ccccc32)nnc1SCc1ccccc1F	-2.6%	5%	-4%	-5%	-4%	-18%	-1%	-3%[46.1 µM]
38	CC(C)(C)C(=O)NCCc1nc2ccccc2n1CC(=O)c1ccc(Cl)cc1	4.1%	-3%	1%	?	-6%	4%	9%	-2%
39	CCOC(=O)c1ccc(NC(=O)CCC2COc3ccccc3O2)cc1 (configuration not stated)	0.0%	3%	-3%	-15%	?	7%	-7%	-24%[46.1 µM]
40	CCC1(C)Cc2ccccc2-c2nc(NCCO)n(-c3ccccc3)c(=O)c21 (configuration not stated)	-2.0%	-20%	-3%	?	-8%	-1%	?	-39%

# Bioassay records (PubChem BioAssay)
